# Screening data deposited in PubChem by several laboratories.
# NS3 helicase inh: HCV NS3 helicase inhibition | NS3 helicase DNA unwinding, Cy5 molecular beacon fluorescence | inhibition, % at 10.9 µM | 290,000 compounds, 0.56% hits;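 active = inhibition above the mean of all tested compounds plus 3 SD, set per campaign, cut at about 35% in these data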;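 also: 0% = DMSO wells and 100% = thioflavine S control wells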
#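 System: NS3 helicase fragment of HCV / Schedule: 1 h at 25 °C / Control set: DMSO alone as 0% and 110 µM thioflavine S as 100% / Reagent: Cy5/quencher beacon DNA duplex and ATP to start / Technique: Cy5 fluorescence / Replication: singlicate / Evaluation: % inhibition of end-to-start signal ratio versus controls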
# PHOSPHO1 inh: PHOSPHO1 (human) inhibition; Q8TCT1; 290,000 compounds, 1.1% hits; inhibition, % at 13.3 µM; recombinant PHOSPHO1, absorbance phosphatase assay; AID 1565; in the data active = inhibition above about 60%
# Target sequence (Q8TCT1 whole entry, looked up): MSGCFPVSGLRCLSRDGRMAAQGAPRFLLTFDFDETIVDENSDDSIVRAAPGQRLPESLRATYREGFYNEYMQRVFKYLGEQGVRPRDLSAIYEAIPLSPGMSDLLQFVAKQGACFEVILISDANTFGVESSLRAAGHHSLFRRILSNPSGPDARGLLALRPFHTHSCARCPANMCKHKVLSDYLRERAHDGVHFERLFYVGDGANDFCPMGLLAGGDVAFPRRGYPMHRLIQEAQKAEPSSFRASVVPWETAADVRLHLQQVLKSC
# OXTR agonist: activates the human oxytocin receptor | P30559 | CHO-OTR cells, Fluo-8 calcium fluorescence; normalized: DMSO 0%, oxytocin 100% | activation, % at 3 µM | 320,000 compounds, 0.32% hits | AID 2435;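 active = activation above the mean of all tested compounds plus 3 SD, cutoff set per screening run, cut at about 20% in these data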;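 also: peak over basal fluorescence ratio from a 100 s FLIPR kinetic read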
# VIM-2 inh: blocks Pseudomonas aeruginosa VIM-2 metallo-beta-lactamase; 290,000 compounds, 0.89% hits; inhibition, % at 5.6 µM; purified VIM-2, nitrocefin hydrolysis, epi-absorbance fluorescence; AID 1527;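 active = inhibition above the mean of all tested compounds plus 3 SD, cutoff set per screening run, cut at about 7.5% in these data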;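 also: red hydrolysis product quenches plate fluorescence so inhibitors raise well fluorescence; 0% = enzyme with DMSO and 100% = DMSO without enzyme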
# GPR7 antag: blocks human GPR7 receptor signaling | 290,000 compounds, 1.1% hits | P48145 | GPR7-expressing cells, fluorescence antagonist assay | inhibition, % at 4.4 µM; in the data active = inhibition above about 16%, passing the limit was not always enough;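 also: cells stimulated with the agonist NPW; 0% = agonist with vehicle and 100% = vehicle without agonist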
# GalR3 antag: antagonists of human GalR3; inhibition, % at 3 µM; AID 651719; 360,000 compounds, 0.44% hits; O60755; HEK293 GalR3-CNG cAMP membrane potential fluorescence; galR3 body fused to GalR1 C-terminus;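 active = inhibition above the screen-wide average plus 3 SD, cut at about 13% in these data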;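 also: forskolin and galanin both at EC90 stimulate the cells; cAMP rise reported by CNG channel membrane potential dye signal; 0% = forskolin plus galanin with DMSO and 100% = forskolin alone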
# Target sequence (O60755 1-299 limits assumed): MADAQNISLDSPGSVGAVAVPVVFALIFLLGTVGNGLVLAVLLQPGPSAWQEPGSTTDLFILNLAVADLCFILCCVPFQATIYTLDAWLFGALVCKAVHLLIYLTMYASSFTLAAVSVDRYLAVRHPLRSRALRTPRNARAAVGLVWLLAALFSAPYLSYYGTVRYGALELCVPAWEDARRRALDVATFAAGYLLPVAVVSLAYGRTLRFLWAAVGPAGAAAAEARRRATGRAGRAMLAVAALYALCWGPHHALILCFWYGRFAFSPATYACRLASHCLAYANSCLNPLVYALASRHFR
# IMP-1 inhibitor: inhibitors of Pseudomonas aeruginosa IMP-1 metallo-beta-lactamase; purified IMP-1, nitrocefin hydrolysis, epi-absorbance fluorescence; inhibition, % at 5.6 µM; 290,000 compounds, 0.45% hits;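 active = inhibition above the mean plus 3 SD of all compounds in the same screening run, cut at about 4.5% in these data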;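 also: 0% = IMP-1 with DMSO and 100% = DMSO wells lacking enzyme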
#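 System: Purified recombinant IMP-1 metallo-beta-lactamase enzyme | Measured by: Fluorescence quenching readout, ex 480/em 530 nm | Replication: Singlicate | Incubation: 15 min preincubation plus 25 min reaction at 25 °C | Evaluation: Percent inhibition from optical density relative to buffer-blank wells | Benchmarks: DMSO with and without IMP-1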
# V1R ag counter: counter-screen for oxytocin receptor agonists: human V1a receptor agonists; P37288; CHO-V1R cells, Fluo-8 calcium fluorescence, agonist mode; 0% DMSO, 100% 3 nM vasopressin; activation, % at 3 µM; 320,000 compounds, 0.25% hits;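 active = activation above the mean activation of all tested compounds plus 3 SD, per screening run, cut at about 20% in these data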;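 also: signal is peak over basal fluorescence ratio across a 100 second FLIPR read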
# Target sequence (P37288 whole entry, looked up): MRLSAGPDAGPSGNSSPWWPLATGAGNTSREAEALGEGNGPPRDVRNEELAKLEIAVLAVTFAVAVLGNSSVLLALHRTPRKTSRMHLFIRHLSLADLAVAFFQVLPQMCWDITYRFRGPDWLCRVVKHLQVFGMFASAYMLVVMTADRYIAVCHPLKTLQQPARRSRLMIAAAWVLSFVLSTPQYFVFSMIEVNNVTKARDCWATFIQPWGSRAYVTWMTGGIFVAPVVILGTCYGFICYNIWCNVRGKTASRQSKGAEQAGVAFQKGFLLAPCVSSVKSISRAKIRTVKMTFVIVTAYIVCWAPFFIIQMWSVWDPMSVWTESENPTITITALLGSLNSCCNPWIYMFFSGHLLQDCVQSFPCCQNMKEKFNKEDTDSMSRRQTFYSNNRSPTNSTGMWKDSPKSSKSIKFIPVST
# DNA FID counter: fluorescent intercalator displacement, NS3 helicase counter-screen. AID 1845. inhibition, % at 7.9 µM. DNA fluorescent intercalator displacement, fluorescence. 290,000 compounds, 0.17% hits; in the data active = inhibition above about 37%;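 also: 0% = vehicle and 100% = reference compound; higher means more ethidium bromide displaced from hairpin DNA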
# Active calls of the source: *; x = not tested or not shown.
entry	structure	NS3 helicase inh	PHOSPHO1 inh	OXTR agonist	VIM-2 inh	GPR7 antag	GalR3 antag	IMP-1 inhibitor	V1R ag counter	DNA FID counter
1	O=C1C(=O)N(CCCO)C(c2ccc(Br)cc2)/C1=C(\O)c1ccc(Br)cc1 (stereo unspecified)	24	30	-2.0	-1.0	-13	-10	-2.1	-0.3	-41
2	COc1c(Cl)cc(Cl)cc1CNc1ccc(S(N)(=O)=O)cc1	-21	-7	2.8	0.5	0	-5	-0.4	1.4	-6
3	Cc1ccc2c(c1)c(-c1ccccc1)nc1nnnn12	2	37	-0.6	-1.1	-4	-6	-1.9	-0.4	3
4	CC1CN(CCCCSc2ccccc2)CC(C)O1 (stereo unspecified)	5	25	0.7	-1.2	-7	-8	-0.6	-0.4	7
5	CN1C(=O)N(C)C2(c3ccccc3)N(C)C(=O)NC12c1ccccc1 (stereo unspecified)	-3	-12	1.9	-3.5	-17	-3	-5.8	0.3	-6
6	CC(=O)Nc1ccc(-c2csc(NCCc3ccccc3)n2)cc1	-1	-44	1.7	-0.4	4	-13	0.2	5.5	-10
7	COCC(=O)Nc1nc2n(n1)C(c1ccc(OC)cc1)CC(c1ccc(OC)cc1)N2 (stereo unspecified)	-2	-7	x	-4.1	-2	-5	-4.8	x	-33
8	Cc1ccc([N+](=O)[O-])cc1N1C(=O)CS/C1=N\NC(=O)c1cccnc1	3	20	-0.3	-3.4	-7	-7	-1.4	-0.3	1
9	COc1ccc(-n2c(C)nc3c(cnn3-c3ccc(C)cc3)c2=O)cc1	3	28	3.0	-3.5	-6	-6	-1.8	4.7	-13
10	COc1ccc(C(=O)O)cc1S(=O)(=O)NCc1ccccn1	-3	38	-0.7	-0.1	-7	-4	-1.6	0.1	-4
11	Cn1cc(-c2ccccc2C(N)=O)c(=O)c2ccccc21	1	20	0.0	-1.3	-7	2	-1.6	1.1	2
12	O=S(=O)(Nc1ccc(Cl)cc1)c1ccc2c(c1)CCO2	7	29	3.0	-4.0	-3	-4	-2.8	4.8	-2
13	CC1CN(S(=O)(=O)c2ccc(Cl)c(C(F)(F)F)c2)CC(C)O1 (stereo unspecified)	-4	4	0.9	-0.1	17	-4	-0.9	0.8	0
14	CC(OC(=O)c1ccc(C(C)(C)C)cc1)C(=O)NC1CCCCC1C (stereo unspecified)	-12	38	-0.9	0.5	-8	0	-0.8	2.1	-35
15	O=C(c1cccn2c(=O)c3cc4ccccc4cc3nc12)N1CCN(c2ccccc2)CC1	6	100*	3.3	-0.1	2	x	-2.3	3.0	-2
16	Cc1c(NS(=O)(=O)c2cccs2)c(=O)n(-c2ccccc2)n1C	4	-2	-0.1	0.2	8	2	-0.5	0.1	-8
17	CCOC(=O)N1CCC(NS(=O)(=O)c2ccc3c(c2)OCC(=O)N3)CC1	5	8	1.4	-1.3	-16	1	-1.5	1.7	-7
18	Cc1cc(C)cc(Nc2c3c(nc4ncnn24)CCC3)c1	-13	41	-1.0	32*	-8	13*	-2.5	-1.5	-23
19	COc1ccc(CNC(=O)c2ccc(CS(=O)(=O)c3ccc(C)cc3)o2)cc1	6	49	2.1	-3.0	-2	-7	-2.5	3.9	-32
20	OCCN1CCN(c2nc3ccccc3nc2-c2ccccc2)CC1	0	18	0.8	-0.1	3	-2	0.0	0.7	7
21	CC1C(=O)Nc2ccc(S(=O)(=O)N3CCN(c4ccccc4F)CC3)cc2NC1=O (stereo unspecified)	4	18	0.7	-2.2	-3	x	-3.7	1.2	-30
22	COc1ccc(CNC(=O)c2ccc(NS(=O)(=O)c3c(C)noc3C)cc2)cc1	-1	13	1.3	-2.6	-6	3	-1.7	0.9	-9
23	CC(C)(C)C(=O)Nc1nc(C2CCCN2S(=O)(=O)c2ccc(Cl)cc2)cs1 (stereo unspecified)	-7	-13	1.9	-2.3	0	-5	-3.1	5.9	-18
24	CC(=O)Nc1nc2c(C)cc(NC(=O)C3CCCCC3)cc2s1	-4	37	-1.1	-0.2	-5	-8	-1.8	2.4	-10
25	O=C1C(Cl)=C(N2CCN(Cc3ccccc3)CC2)C(=O)N1c1ccccc1	8	-42	-0.7	-5.0	4	-1	-2.0	-0.1	1
26	Cc1cccc2c(C(=O)N3CCN(c4ccccc4)CC3)cc(-c3ccncc3)nc12	-1	-150	-1.2	-0.3	5	-3	-1.2	-1.5	-37
27	CCOC(=O)COn1c(=O)c(-c2ccccc2)[n+]([O-])c2ccccc21	4	18	-0.3	-0.7	2	-10	-3.0	0.1	-7
28	CC(=O)c1ccc(NC(=O)COC(=O)c2ccccc2Sc2ccccc2C#N)cc1	-4	-6	0.3	-4.7	1	-7	-1.9	2.5	-6
29	Cc1cc(C)c(OCCCNCc2ccccc2)c(Br)c1	-74	8	12	-2.6	19	-4	-1.7	7.8	30
30	COCCCNC(=S)NC1CC2CCCC(C1)N2Cc1cccs1 (stereo unspecified)	1	69*	1.0	-2.2	-8	-2	-2.7	0.3	-1
31	COc1ccc(C2NC(=O)C(C#N)=C(S)N2c2ccccc2)cc1OC (stereo unspecified)	0	35	0.1	-2.1	8	2	-1.5	-0.2	3
32	CCOC(=O)C1C(=O)CC(C)(O)C(C(=O)OCC)C1c1ccc(SC)cc1 (stereo unspecified)	-1	23	-1.9	-2.4	1	5	-3.1	-1.5	-30
33	Cc1nc(CSc2nnc3scc(-c4ccccc4)n23)cs1	-1	16	-0.1	-4.6	-2	-4	-2.0	0.8	-9
34	CCOC(=O)c1cc(C#N)c(Nc2ccc(C)cc2)nc1C(F)(F)F	-4	-8	-1.1	1.2	1	-4	-2.4	0.9	0
35	COc1ccc2nc(-c3ccccc3)cc(OC)c2c1	9	9	-2.2	-0.2	-13	-3	-3.4	-1.6	-12
36	NC(=O)C1(N2CCCCC2)CCN(C(=S)Nc2ccc(F)cc2)CC1	2	13	-0.4	-2.4	-6	-2	-4.2	0.5	-3
37	CCOC(=O)c1c(NC(=O)c2ccoc2C)sc2c1CCC2	7	-40	-1.6	-3.0	0	0	3.9	-0.8	-2
38	Cc1ccccc1OCCC(=O)Nc1cc(S(=O)(=O)N2CCOCC2)ccc1OC(C)C	-4	28	-1.4	-0.4	-10	-3	-3.2	1.1	-40
39	COC(=O)N/N=C/c1ccc(-c2cc(Cl)cc(Cl)c2)o1	-2	9	-1.7	0.0	-12	-2	-4.6	-0.3	-5
40	CCC(C)(C)n1nnnc1CN1CCC(O)(c2cccc(C(F)(F)F)c2)CC1	4	x	2.3	-1.4	0	0	-1.8	2.4	-23
41	COc1ccc(CCNS(=O)(=O)c2ccc3c(c2)oc(=O)n3C)cc1OC	-4	2	-0.9	0.2	-6	x	-2.5	0.5	4
42	O=C(O)CSCC(=O)N1CCCN(c2nc3ccc(Cl)cc3s2)CC1	1	-10	0.3	-0.5	-2	2	-1.1	0.4	-31
43	CCOC(=O)c1c(CN(CC)CC)n(-c2ccccc2)c2ccc(O)cc12	5	1	0.5	-1.9	-8	-8	-1.9	0.7	-1
44	CC(C)C(=O)Nc1oc(-c2ccccc2)cc1C#N	2	26	-2.0	-1.6	-10	8	-1.1	0.2	-3
45	CCn1c(C)nc2c(C)[n+](CC(=O)c3ccc(Br)cc3)ccc21	12	23	0.6	-2.7	-6	-2	-1.7	0.8	5
46	CC(C)On1c(SCC(=O)N(C)C)nc2ccccc2c1=O	-2	37	0.5	-0.4	-7	x	-1.6	-0.6	-9
47	CCC(=O)Nc1ccc(/C(C)=N\NC(=O)c2ccc(OC)cc2)cc1	10	-3	-0.8	-1.1	-13	-1	-0.9	0.3	-5
48	CCOC(=O)C1CCN(C(=O)c2ccc3c(c2)S(=O)(=O)c2ccccc2C3=O)CC1	1	19	1.6	-0.7	-20	-4	-2.1	3.1	-29
49	O=C(COc1nsnc1N1CCOCC1)Nc1ccc(Cl)cc1	3	25	0.4	-4.0	2	-5	-3.7	1.4	-3
50	Cc1nc2ncnn2c(C)c1CCC(=O)Nc1ccc(S(=O)(=O)N2CCCCCC2)cc1	-2	15	0.3	-0.8	-3	-3	-3.5	0.4	-24
51	Cc1ccc2cc(CCNC(=O)C(C)C)c(=O)[nH]c2c1	3	18	0.1	-2.5	1	3	0.0	-0.3	-1
52	CCOc1ccc(NC(=O)c2ccc(CN3CCc4ccccc4C3)cc2)cc1	12	x	0.3	-1.0	18	103*	-1.8	3.8	-1
53	Cc1cc(NC(=O)CCN2C(=O)c3ccccc3C2=O)no1	0	30	0.8	-2.8	-9	-1	-2.1	0.5	-1
54	O=C(NNC(=O)c1ccc2ccccc2c1)Nc1ccc(F)cc1	-5	29	-0.7	-1.6	-8	-5	-3.2	-0.4	-4
55	CC(C)CNC(=S)NNC(=O)c1ccco1	0	-13	-0.6	-2.9	-3	2	-5.1	-0.5	-1
56	CCCc1cc(=O)oc2cc(C)cc(OC(C)C(=O)NCCCN3CCOCC3)c12 (stereo unspecified)	2	17	-1.1	-0.7	-10	6	-3.8	-0.1	5
57	Cc1ccccc1NS(=O)(=O)c1nnc(NC(=O)c2ccc(Br)cc2)s1	3	28	6.4	-6.0	22	2	-1.1	9.2	-13
58	Cc1cc(-c2nnc(CSc3nnc(NC(=O)c4ccc(C(C)(C)C)cc4)s3)o2)ccc1[N+](=O)[O-]	3	27	0.4	-0.7	-18	5	-2.4	1.9	0
59	NC(=O)c1ccccc1NC(=O)CSc1nc2ccccc2c(=O)[nH]1	1	32	0.7	-1.1	-14	-3	-4.9	1.5	-7
60	Cc1ccc2cccc(OC(=O)c3ccc4c(c3)OCCO4)c2n1	-1	11	-0.3	-1.4	6	-2	-1.3	0.2	-1

# Of the compounds above, these have an NH in an aromatic ring.
entry	structure	NS3 helicase inh	PHOSPHO1 inh	OXTR agonist	VIM-2 inh	GPR7 antag	GalR3 antag	IMP-1 inhibitor	V1R ag counter	DNA FID counter
51	Cc1ccc2cc(CCNC(=O)C(C)C)c(=O)[nH]c2c1	3	18	0.1	-2.5	1	3	0.0	-0.3	-1
59	NC(=O)c1ccccc1NC(=O)CSc1nc2ccccc2c(=O)[nH]1	1	32	0.7	-1.1	-14	-3	-4.9	1.5	-7

# Further results.
entry	structure	NS3 helicase inh	PHOSPHO1 inh	OXTR agonist	VIM-2 inh	GPR7 antag	GalR3 antag	IMP-1 inhibitor	V1R ag counter	DNA FID counter
61	COc1ccc(C(=O)N/C(=C\c2cn(C)c3ccccc23)C(=O)N2CCOCC2)cc1OC	0	24	0.9	-2.6	-11	-10	-3.7	0.4	-44
62	Fc1cc(Cl)c(OCc2noc(-c3ccsc3)n2)c(Cl)c1	-1	39	-3.0	-1.3	-10	-2	-2.8	0.1	1
63	CC(=O)Nc1cc2c(=O)n(Cc3ccccc3)c(C)nc2cc1N1CCOCC1	2	7	-0.3	-1.3	-9	-3	-4.8	0.3	-16
64	CN(C)CCNC(=S)Nc1ccc(Br)cc1	3	-12	0.9	-4.6	2	-4	-2.1	1.5	2
65	Cc1cccc(C)c1NC(=O)CS(=O)CC(=O)NCCCc1ccccc1 (stereo unspecified)	3	40	-1.4	0.2	-10	-2	-0.7	0.5	-7

# No enrichment for hits. About 4.3% of those tested had a hit in this group.
